Growth percent in the NCI-60 one-dose screen (48 h, 10 µM unless noted): 100 = growth as untreated, 0 = no growth, -100 = all killed.
UACC-257 = UACC-257 melanoma; actives 4.4% (n = 78,000); AID 1794764
HS 578T = HS 578T breast cancer | actives 4.1% (n = 78,000)
MALME-3M = MALME-3M melanoma; actives 5.8% (n = 78,000)
SK-MEL-5 = SK-MEL-5 melanoma. actives 6.4% (n = 80,000)
SK-MEL-28 = SK-MEL-28 melanoma | actives 4.1% (n = 81,000) | AID 1794761
SK-MEL-2 = SK-MEL-2 melanoma | AID 1794763 | actives 4.7% (n = 77,000)
LOX IMVI = LOX IMVI melanoma. actives 7.4% (n = 79,000). AID 1794757
UACC-62 = UACC-62 melanoma | actives 5.4% (n = 81,000)
Active calls of the source: *; x = not tested or not shown; & = joins results of further samples; ! = not confirmed by another sample. The calls were made as follows: active = growth percent below 10; inactive = the rest.

Second line of a record: HS 578T	UACC-257	SK-MEL-2	UACC-62	SK-MEL-28	SK-MEL-5	MALME-3M	LOX IMVI
- CCCCNc1ccc(C(=O)NCCSCCN(CC)CC)cc1
 : 98	78	109	98	112	95	113	99
- CS(=O)(=O)c1ccc(C(=O)N/N=C/c2cccc(O)c2)cc1
 : 106	100	110	96	110	101	100	102
- O=C(O)CCn1c(O)c(C=C2N=c3ccccc3=N2)sc1=S
 : 99	98	104	85	105	98	95	85
- Cc1c(-c2csc(-n3nc(C(F)(F)F)cc3C(F)(F)F)n2)no[n+]1[O-]
 : 98	99	99	89	102	x	97	99
- Nc1cc2c3ccccc3ccc2c2ccccc12
 : x	86	109	90	102	73	92	53
- C[N+](C)(C)CCNC(=O)c1ccccc1OCc1ccccc1
 : 92	95	103	89	98	101	93	99
- NC(=S)Nc1ccccc1O
 : 93&90	98&98	90&91	89&99	104&103	92&101	135&103	87&98
- COc1ccc(S(=O)(=O)NCCNc2nccc(-c3c(-c4cccc(N)c4)nc4sccn34)n2)cc1
 : 98	102	108	100	117	98	101	98
- COc1ccc(CN2CCC(N3CCCC3=O)c3cc(Cl)ccc32)cc1 (configuration not stated)
 : 99	112	x	85	116	103	89	103
- CCCCCCCCCCCC[N+]1(CCCCCCCCCCCC)CCCC(C)C1 (configuration not stated)
 : -41*	-96*	-96*	-78*	-91*	-100*	-75*	-80*
- COC(=O)c1nc(-c2ccc(C)cc2)oc1SCc1ccccc1
 : 108	105	88	79	104	104	118	94
- Cc1cc(Cl)cc2c1OCOC2
 : 113	107	x	107	106	107	102	101
- Cc1ccc(S(=O)(=O)c2nc(S(=O)(=O)NCc3ccccc3)sc2N2CCOCC2)cc1
 : 81	97	98	80	105	96	95	93
- Cc1ccc2c(n1)C(=O)C(Br)=C(c1ccc(Cl)cc1)C2=O
 : 84	91	100	84	103	86	84	91
- COC1=CC(=O)C(OC)=C(OC)C1=O
 : 96	107	99	87	99	98	92	85
- O=c1cc(COc2ccc(N=Cc3ccccn3)cc2)c2cc(F)ccc2o1
 : 105	110	108	95	107	100	116	99
- Cc1ccc(-c2nc3sc(C)nn3c2-c2nc3cc(Cl)c(F)cc3[nH]2)cc1
 : x	113	102	86	107	92	110	95
- CCCCCCCCCCN
 : 106	x	107	103	110	97	97	78
- O=C(COc1cc(Cl)c(Cl)cc1Cl)OCCOc1cc(Cl)c(Cl)cc1Cl
 : 106	131	111	90	116	92	119	100
- CCOC(=O)/C(=C/c1c(-c2ccccc2)[nH]c2ccccc12)C(=O)c1ccc(Cl)cc1
 : 63	77	62	43	76	53	93	44

Another view of some results above.
canonical_smiles	HS 578T	UACC-257	SK-MEL-2	UACC-62	SK-MEL-28	SK-MEL-5	MALME-3M	LOX IMVI
CCCCCCCCCCCC[N+]1(CCCCCCCCCCCC)CCCC(C)C1 (configuration not stated)	-41*	-96*	-96*	-78*	-91*	-100*	-75*	-80*
COC(=O)c1nc(-c2ccc(C)cc2)oc1SCc1ccccc1	108	105	88	79	104	104	118	94
Cc1cc(Cl)cc2c1OCOC2	113	107	x	107	106	107	102	101
Cc1ccc(S(=O)(=O)c2nc(S(=O)(=O)NCc3ccccc3)sc2N2CCOCC2)cc1	81	97	98	80	105	96	95	93
Cc1ccc2c(n1)C(=O)C(Br)=C(c1ccc(Cl)cc1)C2=O	84	91	100	84	103	86	84	91
COC1=CC(=O)C(OC)=C(OC)C1=O	96	107	99	87	99	98	92	85
O=c1cc(COc2ccc(N=Cc3ccccn3)cc2)c2cc(F)ccc2o1	105	110	108	95	107	100	116	99
Cc1ccc(-c2nc3sc(C)nn3c2-c2nc3cc(Cl)c(F)cc3[nH]2)cc1	x	113	102	86	107	92	110	95
CCCCCCCCCCN	106	x	107	103	110	97	97	78
O=C(COc1cc(Cl)c(Cl)cc1Cl)OCCOc1cc(Cl)c(Cl)cc1Cl	106	131	111	90	116	92	119	100
CCOC(=O)/C(=C/c1c(-c2ccccc2)[nH]c2ccccc12)C(=O)c1ccc(Cl)cc1	63	77	62	43	76	53	93	44

Next structures
Second line of a record: HS 578T	UACC-257	SK-MEL-2	UACC-62	SK-MEL-28	SK-MEL-5	MALME-3M	LOX IMVI
- O=C1Cc2ccccc2C(=O)N1
 : 103	89	92	92	106	106	104	42
- CN(C[C@H]1Cc2c(cccc2NCCN2CCOCC2)CN1)[C@H]1CCCc2cccnc21
 : 101	88	79	96	108	85	100	75
- Cc1cc(O)c(/C=N/C(=S)NCc2ccccc2)c(=O)o1
 : 104	108	104	98	103	103	112	101
- Cn1c(=O)c2c(nc(Cc3ccccc3)n2C)n(C)c1=O
 : x	135	124	94	101	97	96	96
- Cc1nn(-c2ccccc2)c2nc3c(c(-c4ccc(Cl)cc4)c12)CNC(c1ccc2c(c1)OCO2)N3 (configuration not stated)
 : 96	63	104	90	105	99	104	92
- N#Cc1c(-c2cccs2)nc2c(c(-c3ccccc3)nn2-c2ccccc2)c1-c1ccc(O)cc1
 : 65	82	91	89	74	91	59	x
- CCCCC1COc2cccc3c2N1C=C/C3=C\C(=O)N(C)c1ccc(Oc2ccccc2)cc1 (configuration not stated)
 : 89	89	101	66	99	71	79	92
- Cc1nc(Nc2nc(C)c3ccc(OCCN4CCOCC4)cc3n2)[nH]c(=O)c1C
 : 12	-15*	-90*	-85*	-21*	-97*	-70*	-52*
- O=C(c1cccnc1)N(Cc1ccccc1)C(=O)c1cccnc1
 : 104	112	x	107	104	106	x	x
- N#C/C(=C\NCc1ccc2c(c1)OCO2)S(=O)(=O)c1ccccc1
 : 118	94	141	99	111	107	113	107
- CCS(=O)(=O)c1ccccc1C(=O)NC
 : 91	94	95	91	102	96	113	100
- CCOC(=O)CC/C(C)=N\NC(N)=O
 : 105	x	105	101	109	100	97	107
- Cc1ccccc1[C@H]1C(C(=O)c2ccc(Cl)cc2)C2(N[C@@H]1c1ccccc1)C(=O)Nc1ccc(Cl)cc12 (some centres not stated)
 : 6.9*	4.8*	-64*	-56*	-23*	0.6*	-33*	-100*
- CCC1([N+](=O)[O-])COC(c2ccc(OC)cc2)OC1 (configuration not stated)
 : 110	98	112	99	108	114	108	103
- Cn1nnnc1N1CCC(NC(=O)/C=C/c2c(F)cccc2F)CC1
 : 103	100	99	98	104	100	96	x
- CN(C=O)c1ccccc1
 : 100	103	103	89	109	95	87	89
- Cc1cc(CCNC=O)c(C)c2c1oc1ccccc12
 : 73	102	120	98	109	94	106	95
- COc1ccc(C(=O)NCCNc2nccc(-c3c(-c4ccc(F)cc4)nc4sccn34)n2)cc1OC
 : 26	96	x	55	81	61	92	59
- COC(CC=O)CC(C)CC(C)(C)C (configuration not stated)
 : 137	109	103	114	110	108	95	93
- CC(=O)n1nc(C(=O)OC(C)(C)C)c2cc(F)c(F)cc21
 : 106	113	100	80	97	87	99	98
- CCCCCCCCCCCC1=NC(C)(C)CN1C(C)C
 : 53	-9.1*	61	-51*	-55*	-25*	60	35
- CC(=O)OC1OC(COS(=O)(=O)c2ccc(C)cc2)C(OC(C)=O)C(OC(C)=O)C1OC(C)=O (configuration not stated)
 : 100	x	113	104	109	106	107	94
- COc1ccn2c(C(=O)c3ccc(Br)cc3)cc(C(C)=O)c2c1
 : 96	104	106	81	96	68	104	90
- CC1=C/C(O)CC(=O)Cc2nc(co2)C(=O)N2CCC=C2C(=O)OC(C(C)C)C(C)/C=C\C(=O)NC/C=C\1 (configuration not stated)
 : 63	75	22	85	33	97	125	60
- COc1ccc2c(c1)/C(=C1\S/C(=N/c3nnc(C)s3)NC1=O)C(=O)N2Cc1ccc(Cl)cc1
 : 55	84	43	33	49	31	73	39
- c1ccc2cc(C[n+]3ccn(CCCCCn4cc[n+](Cc5ccc6ccccc6c5)c4)c3)ccc2c1
 : 76	76	53	59	76	43	42	83
- O=C(O)CCCCNC(=O)c1nc(-c2ccccc2)n(-c2ccccc2)n1
 : 105	x	105	99	122	107	124	96
- CCC(=Cc1ccc(CC)cn1)CC
 : 97	98	87	85	111	110	102	100
- COc1ccc(C(=O)Nc2ccc(-c3ccc4c(c3)NC(=O)/C4=C\c3ccc[nH]3)cc2)cc1
 : -0.1*	78	99	78	89	49	51	5.2*
- CC(C)=NOC(=O)Nc1cccc(Cl)c1
 : 118	116	104	100	106	x	104	99
- CC(O)CNC(=O)C(C)(C)O (configuration not stated)
 : 100	108	x	105	110	106	127	104
- O=C1c2ccccc2C(=O)N1CCCCl
 : x	89	98	107	102	104	109	103
- COC(=O)[C@H](c1ccccc1)N(C1CCN(C(=O)OC(C)(C)C)CC1)S(=O)(=O)NC(=O)OC(C)(C)C
 : 99	115	117	111	107	95	107	109
- CCOC(=O)/C(=C/CC/C(C)=C/CC/C(C)=C/CCc1ccoc1)CC(=O)N1CCCCC1
 : 74	13	-19*	24	37	9.0*	15	x
- C[C@H]1C=C(Br)[C@]2(CCCO2)C12CCCCC2
 : 109	97	112	94	100	98	98	102
- O=C1OC(=O)c2ccc3c4ccc5c6c(ccc(c7ccc1c2c73)c64)C(=O)OC5=O
 : x	102	116	103	106	108	113	103
- Clc1ccc2c(NCCCCNc3nc(N4CCCCC4)nc4ccccc34)ccnc2c1
 : -20*	-83*	-66*	-87*	-71*	x	-82*	-74*
- CCN(CC)Cc1cc(C(C)(C)c2ccccc2)cc(C2CCCCC2)c1O
 : 107	90	104	106	112	99	104	105
- Cc1[nH]c(C2CC(c3ccc(C(F)(F)F)c(F)c3)=NN2C)c(C)c1C(=O)NCC(F)(F)F (configuration not stated)
 : 96	98	107	82	101	94	94	93
- Cn1c([N+](=O)[O-])cc[n+]1C
 : 120	109	127	105	110	108	x	114
- c1ccc(C2=Nc3ccccc3N=C(c3ccccc3)c3ccccc32)cc1
 : 119	116	101	103	116	102	120	90
- O=C(Nc1ccc(OS(=O)(=O)c2ccc(C(F)(F)F)cc2)cc1)C1CCCCCC1
 : 85	92	108	85	104	92	96	96
- CC(C)N(CCOc1ccc(-c2nc3sccn3c2-c2ccnc(S(C)(=O)=O)n2)cc1)C(C)C
 : 77	78	106	84	104	39	102	73
- Cc1cc(C(C)(C)C)cc(C)c1CC1=NCCN1
 : 102	106	113	x	116	97	99	95
- O=C(ONC(=O)[C@@H]1CCCC[C@H]1C(=O)NOC(=O)c1ccccc1)c1ccccc1
 : 106&117	109&88	96&101	87&85	108&94	103&100	77&97	91&99
- Nc1ccc(S(=O)(=O)O)c([N+](=O)[O-])c1
 : 98	106	91	100	104	101	97	97
- COc1cc(Nc2nc3ccccc3nc2NS(=O)(=O)c2ccc(NC(=O)c3ccc(C)c(OC)c3)cc2)cc(OC)c1
 : 3.3*	-19*!	46	-32*!	-18*!	-26*!	-19*!	2.5*!
- CCCOC(=O)CC(CC(=O)OCCC)C(=O)OCCC
 : 106	100	x	116	107	102	x	102
- CCC=C(C(=O)O)C(=O)O
 : 109	86	94	99	115	104	99	95
- C=CCN1C(=O)/C(=C/C(=O)OCC)S/C1=N\Nc1cc(=O)[nH]c2ccc(C)cc12
 : 96	105	107	100	110	102	100	99

Next compounds
Second line of a record: HS 578T	UACC-257	SK-MEL-2	UACC-62	SK-MEL-28	SK-MEL-5	MALME-3M	LOX IMVI
- Nc1nc(Cl)c(C=O)c(Cl)n1
 : x	87	137	115	100	102	112	102
- OCCCCCCCCCCCO
 : 99	101	96	106	110	100	109	97
- CCN(CCNc1cc(OC)cc2cccnc12)CCc1ccccc1
 : 86	78	101	100	102	95	108	87
- CCOC(=O)CCC(=O)c1ccc2cc(OC)ccc2c1
 : 93	87	86	99	96	102	96	103
- Nc1ccc(C(=O)Nc2ccc3cc(S(=O)(=O)O)cc(S(=O)(=O)O)c3c2)cc1
 : 108	90	86	102	107	93	96	101
- O=c1[nH]nnc2ccccc12
 : 112	99	100	100	112	122	114	101
